# High-throughput results from PubChem BioAssay.
# PTHR1 agonist: qHTS for PTHR1 Agonists: Primary Screen; hit rate 0.075% among 410,000; HEK293 GP2 PTHR1 cells, GloSensor cAMP luminescence, 1 h; Potency, µM (top dose mostly 115 µM), for the others: top-dose activation, usual class: activators; Parathyroid hormone/parathyroid hormone-related peptide receptor (Homo sapiens), Q03431; further: potency means the concentration at half of the fitted maximal effect; nearly all actives have a fitted effect of over 55% in size; some results filed as inactive show a strong effect at the top dose; inactives centre near -15; many of its hits are not listed in these tables
# Target sequence (Q03431 whole entry, looked up): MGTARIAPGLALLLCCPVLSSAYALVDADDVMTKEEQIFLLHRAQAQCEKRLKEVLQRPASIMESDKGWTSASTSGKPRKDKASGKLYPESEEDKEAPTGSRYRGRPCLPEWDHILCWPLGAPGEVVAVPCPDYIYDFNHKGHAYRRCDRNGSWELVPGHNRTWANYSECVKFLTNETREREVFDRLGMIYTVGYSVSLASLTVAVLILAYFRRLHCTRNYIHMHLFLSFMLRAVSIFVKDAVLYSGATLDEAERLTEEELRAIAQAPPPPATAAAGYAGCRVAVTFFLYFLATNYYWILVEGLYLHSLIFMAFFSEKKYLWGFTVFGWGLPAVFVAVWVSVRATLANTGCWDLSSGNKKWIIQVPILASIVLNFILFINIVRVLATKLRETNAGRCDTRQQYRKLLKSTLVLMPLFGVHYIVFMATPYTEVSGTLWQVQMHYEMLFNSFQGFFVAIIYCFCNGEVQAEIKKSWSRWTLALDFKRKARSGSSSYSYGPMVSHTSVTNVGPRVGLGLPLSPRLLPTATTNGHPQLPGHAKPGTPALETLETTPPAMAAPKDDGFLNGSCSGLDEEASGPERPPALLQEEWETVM
#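 HEK-293-derived GP2 cells expressing PTHR1 and a GloSensor cAMP reporter, 3,000/well, plated overnight, given luciferin plus IBMX (each 0.5 mM as added) for 1 h at 37 °C, then compound for 1 h at 37 °C. Luminescence was read after 15 min at room temperature.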
# DRD3 agonist: qHTS of D3 Dopamine Receptor Agonist: qHTS; D(3) dopamine receptor (Homo sapiens), P35462; AID 652048, 2013; D3R DiscoveRx beta-arrestin cells, luminescence, 90 min; hit rate 0.58% among 410,000; max activation, %; in the data active means max activation above about 30%; further: 0% is about no effect; mostly tested at two doses, the higher about 12 µM
#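 Agonist-mode cell screen: cells plated at 1500/well and incubated overnight at 37 °C, then exposed to library compounds for 90 min at 37 °C. Detection reagent was added for 30–60 min at room temperature, and luminescence was read.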
# aSyn rescue: qHTS of alpha-syn Inhibitors; Potency, µM (doses to about 46.1 µM), for inactives: at the highest dose growth rescue (activation), hits mostly activators; hit rate 0.14% among 370,000; Yeast expressing alpha-synuclein, growth rescue, BacTiter-Glo, 24 h; further: potency means the concentration at half of the fitted maximal effect; % of control where 0% means no effect; nearly all actives have a fitted effect of over 65% in size
#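 Galactose-induced alpha-syn yeast (OD600=0.02, raffinose-pregrown) + pinned cpd, 24 hr, 30 deg C; growth by BacTiter-Glo luminescence. Growth restoration scores as activation.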
# TDP43 rescue: qHTS of TDP-43 Inhibitors. TDP-43 expressing yeast growth rescue, BacTiter-Glo, 24 h. Potency, µM (doses to about 46.1 µM), inactives show at the highest dose growth rescue (activation), actives largely listed as activators. hit rate 1.8% among 410,000; further: potency means the concentration at half of the fitted maximal effect; % of control where 0% means no effect; nearly all actives have a fitted effect of over 50% in size
#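 Readout is BacTiter-Glo luminescence of cell growth, so inhibitors register as activators. TDP-43-expressing yeast at OD600=0.02 in galactose medium, after raffinose pregrowth to mid-log, were incubated with compound for 24 hr at 30 deg C.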
# KB-V1 cytotox: qHTS assay for MDR1-selective chemotherapeutics: Primary screen using the drug-selected MDR subline cells KB-V1; KB-V1 MDR cells viability, CellTiter-Glo, 72 h; Potency, µM (highest dose often 46.1 µM), for inactives: at the highest dose activity change, negative = cytotoxicity, actives largely listed as cytotoxic; hit rate 3.4% among 400,000; further: potency means the concentration at half of the fitted maximal effect; on the % scale 0 is the no-effect control and ±100 the full control effect; nearly all actives have a fitted effect of over 60% in size
#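 Luminescent ATP read-out (CellTiter-Glo, 10 min) measures survival of drug-selected KB-V1 MDR cells after 72 h, 37 degrees C compound exposure. Medium: phenol-red-free DMEM, 10% FBS. Values from fitted concentration-response curves.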
# GLP1R cytotox: qHTS of GLP-1 Receptor Inverse Agonists: Cytotox Screen; hit rate 0.13% among 410,000; Potency, µM (top dose mostly 38.3 µM), without a hit: at the highest dose activity change, negative = inhibition, usual class: inhibitors; HEK293 cAMP-luciferase reporter cells, luminescence, 24 h; AID 624418, 2012;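 further: loss of luciferase light is scored as toxicity; potency means the concentration at half of the fitted maximal effect; on the % scale 0 is the no-effect control and ±100 the full control effect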
#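 To flag toxic compounds, the library was rerun on cells for 24 hr at 37 deg C and 5% CO2. Viability-linked luminescence was captured 12 min after adding luciferase detection reagent.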
# GLP-1R agonist: qHTS of GLP-1 Receptor Agonists | hit rate 0.007% among 380,000 | HEK293 GLP-1R CRE-luciferase, luminescence, 4-6 h; cells express a hypersensitive GLP-1R form | Glucagon-like peptide 1 receptor (Homo sapiens), P43220 | AID 624172, 2012 | Potency, µM (titrated, usually from 45.6 µM), for the others: at the top dose activation, actives largely listed as activators; further: potency means the concentration at half of the fitted maximal effect; % of control where 0% means no effect
# Target sequence (P43220 whole entry, looked up): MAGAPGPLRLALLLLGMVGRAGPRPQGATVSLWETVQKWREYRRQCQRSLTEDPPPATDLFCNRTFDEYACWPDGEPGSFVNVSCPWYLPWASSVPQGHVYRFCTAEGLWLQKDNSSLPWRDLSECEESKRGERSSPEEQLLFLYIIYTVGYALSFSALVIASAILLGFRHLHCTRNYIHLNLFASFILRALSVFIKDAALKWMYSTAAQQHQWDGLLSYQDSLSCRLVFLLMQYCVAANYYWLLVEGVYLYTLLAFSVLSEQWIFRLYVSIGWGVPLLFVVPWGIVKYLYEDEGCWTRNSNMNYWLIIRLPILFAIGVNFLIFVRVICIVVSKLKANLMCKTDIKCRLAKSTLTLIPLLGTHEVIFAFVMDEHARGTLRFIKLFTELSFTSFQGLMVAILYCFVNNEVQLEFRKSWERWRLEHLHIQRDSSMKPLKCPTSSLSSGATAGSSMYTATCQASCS
# GLP-1R inv ag: qHTS of GLP-1 Receptor Inverse Agonists (Inhibition Mode) | Glucagon-like peptide 1 receptor (Homo sapiens), P43220 | Potency, µM (titrated, usually from 38.3 µM), without a hit: at the highest dose activity change, negative = inhibition, hits mostly inhibitors | HEK293 GLP-1R CRE-luciferase, luminescence, 24 h; GLP-1R form is constitutively active | hit rate 1.6% among 410,000; further: potency means the concentration at half of the fitted maximal effect; on the % scale 0 is the no-effect control and ±100 the full control effect; nearly all actives have a fitted effect of over 55% in size
#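 Seeding at 200 cells/uL, 12 h culture, 24 hr compound treatment, then luciferase reagent and a luminescence read; cells are HEK293 stably expressing a constitutively active GLP-1R plus cAMP-responsive luciferase.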
# DRD3 antagonist: qHTS of D3 Dopamine Receptor Antagonist: qHTS; D(3) dopamine receptor (Homo sapiens), P35462; D3R cells, DiscoveRx beta-arrestin luminescence, antagonist mode; hits give low values; max response, negative = inhibition, %; hit rate 2.5% among 360,000; in the data active means max response below about -50%; inconclusive means no clear call, values can overlap the other calls; further: on the % scale 0 is the no-effect control and ±100 the full control effect; mostly tested at two doses, the higher about 12 µM
#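 Cells expressing the human receptor were seeded at 1500 cells/well, incubated overnight at 37 degrees C in 5% CO2, then exposed to library compounds with dopamine controls for 90 minutes at 37 degrees C before luminescent detection.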
# An asterisk follows results filed as active; i = inactive; ? = inconclusive; · = no result given; & = joins results of further samples; [ ] = remark or other dose. Unless noted, the call rests on the fitted dose curve; in most records, active means well fitted curve in the direction sought with a large enough effect; inconclusive means small, poorly fitted or top-dose-only effect, or another doubt; inactive means no such curve, though single readings can be large; an effect the other way counts as inactive or inconclusive. A portion of the library; count on the stated rates, not on these rows.
SMILES,PTHR1 agonist,DRD3 agonist,aSyn rescue,TDP43 rescue,KB-V1 cytotox,GLP1R cytotox,GLP-1R agonist,GLP-1R inv ag,DRD3 antagonist
COc1ccccc1Nc1nc(C)cc(=O)[nH]1,-8%[57.5 µM],-22,0%,-21%,0%,-11%,-2%,-7%,?
COc1ccnc(N=CNOCc2ccc(C)cc2)c1C#N,-9%,4,-6%,-8%,-5%,-14%,0%,24%,8
CCN(CC)C(=O)N1CCN(C(=O)c2ccc(C)cn2)CC1,i,8,-5%,3%,5%,-7%,-7%,-1%,9
Cn1c(CCNC(=O)c2ccco2)nc2cc(NC(=O)c3ccccc3)ccc21,-11%,4,-7%,2%,0%,-15%,6%,1%,-3
Cc1ccc(C2c3[nH]c4ccccc4c3CCN2C(=O)c2cccc(C)c2)cc1 (stereo not drawn),-4%,-12,·,-17%,·,0%,·,?,·
N#C/C(=C\c1ccc(F)cc1)C(=O)NC1CCS(=O)(=O)C1 (stereo not drawn),-3%,-4,-5%,-4%,-8%,19%,0%,11%,-14
O=C(Cn1nc(C(F)(F)F)c2c1CCCC2)NCCN1CCOCC1,-2%[57.5 µM],17,1%,18%,?,7%,0%,0%,-10
CCN(C(=O)c1cc2c(=O)n3cccc(C)c3nc2s1)C1CCCCC1,-9%,11,3%,?,?,6%,28%,11%,36
Cc1cccn2c(CNCCSc3nccn3C)c(C(=O)N3CCCCC3)nc12,i,1,-1%,11%,-5%,1%,4%,3%,3
COc1cc(OC)c2c(C)c(CC(=O)N3CCCCC3)c(=O)oc2c1,i,7,·,4%,13%,1%,·,-23%,·
O=C(Nc1cc(Cl)cc(Cl)c1)C(NCC1CCCO1)c1ccccc1 (stereo not drawn),i,5,7%,0%,-4%,-21%,-4%,5µM*,40
Cc1ccc(OCCC(=O)OCC(=O)N2CCN(S(=O)(=O)c3ccc(Cl)cc3)CC2)cc1,-25%,15,0%,-7%,16%,1%,1%,-11%,4
CCCCCN1C(C(=O)c2ccccc2)=C(NC(=O)c2ccc(OC)cc2)c2ccccc2S1(=O)=O,-10%,-12,·,12%,?,-2%,·,-11%,·
CS(=O)(=O)c1ccc([C@@H](O)[C@@H](CF)NC(=O)C(Cl)Cl)cc1,-16%,17&4,-9%,2%,-18%,-1%,0%,5%,11
COC(=O)C1C(=O)NC(SC)=C(C#N)C1c1ccccc1F (stereo not drawn),i,-8,0%,-11%,1%,-15%,-7%,0%,9
Cc1cccc(-c2n[nH]c(=S)n2/N=C/C=C/c2ccco2)c1,i,-10,7%,29%,10%,-9%,-4%,-4%,-98*
Cc1ccc(-c2[nH]ncc2/C=N/n2c(COc3ccccc3)nc3ccccc3c2=O)cc1,-1%,26,-10%,27%,?,?,2%,?,38
COc1ccccc1CNC(=O)C(=O)c1cn(CC(=O)N2CCOCC2)c2ccccc12,-2%,7,5%,1%,-12%,-15%,-1%,6%,2
O=C(O)Cn1nc(-c2ccccc2)ccc1=O,-23%,0,3%,-24%,?,-3%,0%,1%,8
O=C(CCCCn1c(=O)c2ccccc2n(Cc2ccc(F)cc2Cl)c1=O)NCCc1ccc(Cl)cc1,-15%,4,·,-8%,-2%,0%,0%,0%,·
Cc1cccc(C(=O)O/N=C(/c2ccccc2)c2ccncc2)c1,-28%,-6,?,7.1µM*,-11%,9%[0.307 µM],8%,3%[0.307 µM],-3
Cc1cc(C)cc(NC(=O)CSc2nc3sc4c(c3c(=O)[nH]2)CCCC4)c1,-5%,-14,·,-9%[9.22 µM],-4%,-4%,·,12%,·
COCCN(Cc1cn(C)nc1-c1ccc(Oc2ccccc2)cc1)C(C)C,-17%,-2,-3%,-7%,-7%,-6%,4%,?,5
CCc1cccc(NC(=O)C2Cc3ccccc3N2C(=O)c2ccccc2)c1 (stereo not drawn),-26%,-7,·,13%,1%,-3%,·,?,·
CC(C)(C)n1nc2c(c1NC(=O)COc1ccc3ccccc3c1)CS(=O)(=O)C2,-23%[57.5 µM],-21,-1%,-12%,-13%,1%,1%,0%,-3
O=c1oc2ccccc2nc1/C=C(O)/C=C/c1ccc(F)cc1,i,0,9%,-28%,17%,-18%,-18%,-4%,-15
CN(C)S(=O)(=O)c1ccc(NC(=S)NC(=O)C2CCC2)cc1,-21%,-9,-7%,22%,-1%,7%,-1%,1%,-27
Cc1cc(OCC(O)CN2CCN(C)CC2)ccc1C(C)C (stereo not drawn),-2%,-1&-2,3%&-6%,-9%&-8%,12%&-2%,-6%&-8%,0%&-6%,?,?
COc1ccc(C=O)cc1COc1ccc(C)cc1[N+](=O)[O-],-9%[57.5 µM],0,9%,0%,0%,-34%,8%,?,-29
CC(C)COc1cccc(C(=O)NC(=S)NCc2cccnc2)c1,-8%,8,-13%,?,-21%,-19%,9%,?,2
C[C@@H](CSc1ccc(Br)cc1)CN1CC[C@H](O)CCC1=O,-31%[inhibitor],3,-3%,1%,?,-23%,9%,-19%,6
O=C(Nc1cccc(S(=O)(=O)N2CCCCCC2)c1)c1ccc(Cl)nc1,-25%,6,-5%,-9%,-15%,-11%,16%,?,8
Cc1ccc(S(=O)(=O)N2CCC(=O)N(CCOCc3ccc(F)cc3)CC2)cc1,-93%[inhibitor],-1,-6%,28%,0%,4%,6%,2%,-13
O=C(c1cccc(Cl)c1)N1CCN(c2ccc(N3CCOCC3)nn2)CC1,i,1,1%,22%,0%,-8%,2%,-3%,2
O=C(COC(=O)C1CCN(S(=O)(=O)c2cccs2)CC1)c1ccccc1,-26%,-3,0%,13%[9.22 µM],-10%,-4%,5%,-26%,?
CC(=O)N1C(c2ccccc2O)C[C@]2(C)CC(=O)NC12 (stereo partly drawn),-1%,0,0%,-23%[9.22 µM],14%,-3%[7.66 µM],3%,0%[7.66 µM],-12
CCOc1ccccc1/C=C(\NC(=O)c1ccccc1)C(=O)NCCC(=O)O,-21%,5,-1%,3%,-12%,0%[1.53 µM],8%,4%,-7
O=C(/C=C/c1ccc(O)cc1)c1ccc(NC2=C(N3CCCCC3)C(=O)c3ccccc3C2=O)cc1,i,-2,-4%,-24%,?,-23%,-37%,-16%,-19
CCCn1c(N2CCN(C(=O)Nc3ccc(Cl)cc3)CC2)nc2ccccc21,-45%[inhibitor],-1,2%,?,?,-9%,13%,?,4
COc1ccc(NC(=O)c2nn(C34CC5CC(CC(C5)C3)C4)cc2[N+](=O)[O-])cc1,-16%,-11,1%,-19%,-17%,-1%,2%,-4%,-24
COc1ccc(Br)cc1CN(C)CC(=O)Nc1cc(Cl)cc(Cl)c1,-84%[inhibitor],-11,-14%,10%,7.3µM*,14%[1.53 µM],11%,2%,-17
O=C1NC2CCCCC2C(=O)N1OS(=O)(=O)c1ccccc1 (stereo not drawn),-13%,5,-12%,-35%[inhibitor],3%,?,25%,9%,-15
O=C(Nc1ccc(OC(F)(F)F)cc1)N1CCc2nc(NCc3cccc(Oc4ccccc4)c3)ncc2C1,-91%[inhibitor],-4,-42%[inhibitor],?,13µM*,-17%,8%,-63%,13
C=CCn1c(SCc2ccccc2)nc2scc(-c3ccc(C)o3)c2c1=O,i,-9,7%,-10%,?,2%,-19%,6%,19
Cc1ccccc1Nc1nc(N)nc(C)c1Br,i,20,8%,3%,-2%,-3%,16%,6%,13
O=C(c1ccc(F)cc1)C1CCN(C(=O)Nc2ccccc2Cl)CC1,-4%,-21,-7%,-19%[0.397 µM],-5%,-2%,10%,?,-3
COc1ccccc1Nc1nn2c(=O)c3ccc(C(=O)N4CCC(C)CC4)cc3nc2s1,-20%&-29%,2&-2,4%&0%,8%&23%,-12%&16%,0%&-1%,0%&0%,?,16
Cc1nc2ccc([N+](=O)[O-])cc2s1,i,3,1%,8%[9.22 µM],-17%,12%[7.66 µM],6%,-1%[7.66 µM],8
CC(C)C[C@H](NC(=O)N1CCn2c1nc1ccccc12)C(=O)N1CCCCC1,i,-4,0%,9%,4%,-15%,8%,-29%,10
COc1ccc(CNC(=O)CNC(C)c2ccc(F)cc2)cc1 (stereo not drawn),i,1,4%,0%,6%,3%,3%,-18%,33
Cc1ccc(NC(=O)COC(=O)c2ccnn2C)cc1,i,-8,7%,-8%,?,13%,-1%,-1%,-8
CCCC1NC(=S)N(C2CCCCC2)C1=O (stereo not drawn),-60%[inhibitor],-5,10%,-14%,1%,1%,-1%,?,-1
CCOc1cc(N2CCOCC2)c(OCC)cc1NC(C)C(=O)N1CCN(CC)CC1 (stereo not drawn),i,3,0%,?,-3%,-7%,0%,23%,-24
COc1ccc(-c2nc(SCC(=O)NC3CCCC3)c(-c3ccc(F)cc3)[nH]2)cc1,i,-15,·,?,0%,-14%,·,?,·
Cc1csc2nc(COC(=O)c3ccc(NC(=O)C(C)C)cc3)cc(=O)n12,i,-16,·,16%,·,-6%,·,-12%,·
Cc1ccc(OCC(=O)N/N=C\c2cccs2)c([N+](=O)[O-])c1,-14%,4,6%,-2%,-25%,2%,7%,8%,1
CC(=O)Oc1cc(O)c2c(=O)c(OC(C)=O)c(-c3ccc(OC(C)=O)c(OC(C)=O)c3)oc2c1,-22%,3,8%,14%,0%,-20%,2%,-15%,-8
